# Screens (PubChem BioAssay)
# ABCG2 inh: human ABCG2 inhibition, ABCB1 as counter-screen; IgMXP3 cells, JC-1 efflux, flow cytometry; inhibition, % at 6.6 µM; actives 0.1% (n = 190,000); AID 1325;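 active = inhibition above 80%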;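 also: 0% = DMSO and 100% = nicardipine control wells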
#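 test system = two drug-resistant human cell lines, ABCG2 and ABCB1 | amount = 3 million cells/mL final, two lines in 1:1 ratio | reagent = JC-1 transporter substrate | doses = one concentration, 6.6 µM final | incubation = 10 min at 25 °C | signal = flow cytometric JC-1 green MFI at 530 nm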
# Bcl-B Bim block: disrupts Bim peptide binding to human Bcl-B; Q9HD36; bead-based flow cytometry; inhibition, % at 10 µM; actives 0.073% (n = 190,000); AID 951;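 also: 0% = tracer peptide without compound and 100% = reference inhibitor peptide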
# RGS7-Gao reg: regulators of human RGS7-Galphao interaction | P09471 | Multiplexed bead flow cytometry, RGS7-Galphao binding; actives lie on both sides | binding response (% of control), % at 10 µM | actives 0.35% (n = 220,000) | AID 1439; in the data active = binding response below about 49% or above about 150%; inconclusive = no clear call, values can overlap the other calls; inactive = in between;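 also: fluorescent Galphao held in activated GDP-AlF4 state binding bead-coupled RGS7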
# Target sequence (P09471 whole entry, looked up): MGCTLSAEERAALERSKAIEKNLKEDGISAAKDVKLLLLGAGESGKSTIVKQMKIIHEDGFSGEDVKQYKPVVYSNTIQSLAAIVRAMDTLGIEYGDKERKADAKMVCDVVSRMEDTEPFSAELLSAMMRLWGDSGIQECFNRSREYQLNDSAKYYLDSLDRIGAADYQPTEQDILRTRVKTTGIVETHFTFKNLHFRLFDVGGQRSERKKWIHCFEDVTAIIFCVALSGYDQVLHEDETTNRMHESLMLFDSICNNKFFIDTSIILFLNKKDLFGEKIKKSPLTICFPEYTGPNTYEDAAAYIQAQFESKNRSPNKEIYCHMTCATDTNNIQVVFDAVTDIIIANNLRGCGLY
# Bcl-XL Bim block: human Bim-Bcl-XL interaction inhibition; Bim peptide-Bcl-XL binding, bead flow cytometry, fluorescence; inhibition, % at 10 µM; actives 0.04% (n = 190,000); AID 1007
# Target sequence (Q07817 whole entry, looked up): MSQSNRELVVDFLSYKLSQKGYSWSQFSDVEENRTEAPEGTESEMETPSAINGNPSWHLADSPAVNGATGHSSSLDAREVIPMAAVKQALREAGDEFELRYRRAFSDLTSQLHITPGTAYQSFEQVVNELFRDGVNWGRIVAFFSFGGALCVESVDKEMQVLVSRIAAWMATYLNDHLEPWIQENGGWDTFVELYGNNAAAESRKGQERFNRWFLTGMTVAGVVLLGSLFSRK
# RGS8-Gao reg: regulators of human RGS8-Galphao interaction | multiplexed bead flow cytometry, RGS8-Galphao binding; actives lie on both sides | response (percent of control binding), % at 10 µM | actives 0.34% (n = 220,000); in the data active = response below about 60% or above about 140%; inactive = in between;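 also: Galphao activated as the GDP aluminium fluoride complex binding bead-coupled RGS8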
# Mcl-1 Bim block: human Bim-Mcl-1 interaction inhibition; Q07820; Bead-based flow cytometry, Bim peptide-Mcl-1 binding; inhibition, % at 10 µM; actives 0.1% (n = 190,000);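 also: 0% = no compound tracer wells and 100% = peptide blocker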
# Bfl-1 Bim block: inhibitors of Bim-Bfl-1 interaction, human. Bead-based flow cytometry, Bim-Bfl-1 binding inhibition. inhibition, % at 10 µM. actives 0.12% (n = 190,000);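 also: 0% = wells without compound plus tracer and 100% = blocker peptide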
# Bcl-2 Bim block: disrupts Bim peptide binding to human Bcl-2. AID 950. Bead-based flow cytometry, Bim peptide-Bcl-2 binding. actives 0.06% (n = 190,000). inhibition, % at 10 µM; in the data active = inhibition above about 40%; inconclusive = no clear call, values can overlap the other calls;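 also: 0% = no compound wells with probe peptide and 100% = reference peptide inhibitor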
# Target sequence (P10415 whole entry, looked up): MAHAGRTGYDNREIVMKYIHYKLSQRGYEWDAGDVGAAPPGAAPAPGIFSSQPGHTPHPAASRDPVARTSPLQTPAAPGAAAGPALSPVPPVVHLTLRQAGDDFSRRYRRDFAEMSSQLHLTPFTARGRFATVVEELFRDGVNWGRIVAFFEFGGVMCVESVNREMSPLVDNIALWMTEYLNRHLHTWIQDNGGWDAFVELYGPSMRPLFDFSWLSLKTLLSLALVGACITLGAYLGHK
# ABCB1 inh: inhibitors of human ABCB1 transporter, ABCG2 counter-screen; CCRF-Adr cells, JC-1 efflux, flow cytometry; P08183; inhibition, % at 6.6 µM; AID 1326; actives 0.067% (n = 190,000); in the data active = inhibition above about 40%;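 also: 0% = vehicle and 100% = reference inhibitor; higher value means more JC-1 retained so stronger ABCB1 efflux block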
# RGS4-Gao reg: modulates binding of RGS4 to human Galphao; P09471; Multiplexed bead flow cytometry; actives lie on both sides; binding response (% of control), % at 10 µM; actives 0.33% (n = 220,000); AID 1415; in the data active = binding response below about 49% or above about 150%; inactive = in between;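 also: fluorescent Galphao activated with aluminum fluoride binding bead-coupled RGS4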
# Bcl-W Bim block: disrupts Bim peptide binding to human Bcl-W; Q92843; bead-based flow cytometry; inhibition, % at 10 µM; actives 0.02% (n = 190,000);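 also: 0% = bound tracer without compound and 100% = peptide blocker; higher means less fluorescent Bim peptide bound to Bcl-W beads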
# Target sequence (Q92843 whole entry, looked up): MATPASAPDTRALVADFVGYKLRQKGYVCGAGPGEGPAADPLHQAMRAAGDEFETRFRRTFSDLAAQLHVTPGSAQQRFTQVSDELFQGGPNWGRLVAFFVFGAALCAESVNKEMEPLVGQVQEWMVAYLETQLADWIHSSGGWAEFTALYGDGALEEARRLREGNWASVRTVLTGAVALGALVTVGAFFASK
# * = called active by the depositor; ? = inconclusive; nt = not tested or not shown. Rule as the data show it, unless noted: active = inhibition above about 40%. An unsorted share of the library; any-hit rate near 0.94%.
structure | ABCG2 inh | RGS8-Gao reg | RGS7-Gao reg | Bcl-2 Bim block | RGS4-Gao reg | Bcl-XL Bim block | ABCB1 inh | Mcl-1 Bim block | Bcl-W Bim block | Bcl-B Bim block | Bfl-1 Bim block
Cc1ccc(NC(=O)C(C)c2ccc(-c3ccccc3)c(F)c2)c(C)c1 (stereo not drawn) | 2 | 102 | 98 | -1 | 99 | -4 | 0.6 | -2 | -1 | -2 | -4
c1ccc(Cc2noc(CN3CCCN(C4Cc5ccccc5C4)CC3)n2)cc1 | 0 | 107 | 104 | -4 | 105 | -6 | 0.0 | -3 | -4 | -6 | -10
O=C(NCCN1CCOCC1)Nc1ccc(Cl)cc1 | 21 | 100 | 97 | -10 | 97 | -10 | 1.1 | -7 | -2 | -9 | -18
CCCSc1nnc(CN2CCOCC2)n1C | -1 | 98 | 104 | -13 | 104 | -5 | 0.2 | -2 | 0 | -8 | -16
O=S(NCc1ccco1)C12CC3CC(CC(C3)C1)C2 (stereo not drawn) | 1 | 82 | 94 | -6 | 93 | -1 | 0.3 | -1 | 0 | -4 | -11
Cc1oc2cc(OCc3cnn(-c4ccccc4)c3)ccc2c(=O)c1Oc1ccccc1F | 4 | 108 | 98 | 0 | 103 | -6 | 0.4 | -3 | -4 | -4 | -5
COc1ccc(S(=O)(=O)NCCCCC(=O)O)cc1C(=O)O | 2 | 104 | ? | -4 | 105 | -2 | 0.6 | -1 | -1 | -5 | -8
Cc1cc(C)c(S(C)(=O)=O)c(N(C)NC(=O)c2c(F)cccc2F)n1 | -1 | 103 | 104 | -6 | 107 | -1 | -0.2 | 0 | -2 | -4 | -3
O=C(Nc1ccccc1Cl)N(Cc1nc2ccccc2c(=O)[nH]1)Cc1cccs1 | 47 | 107 | 100 | -6 | 103 | -5 | 2.0 | 0 | 0 | -5 | -15
Cc1cc(=O)oc2cc(OCC(=O)N3CC(C)OC(C)C3)ccc12 (stereo not drawn) | 2 | 100 | 97 | -5 | 101 | 0 | 0.2 | -1 | 0 | -1 | -4
CCc1ccc(CN(C)Cc2nc(COc3ccccc3)no2)nc1 | 1 | 101 | ? | -4 | 103 | -3 | 0.6 | -3 | -2 | -3 | -5
COc1ccccc1C/C(N)=N/OC(=O)COc1ccc2ccccc2c1 | 2 | 101 | 99 | -4 | 99 | -4 | 0.2 | -4 | -4 | -3 | -3
O=C(Cn1cccc1C(=O)c1ccccc1)NCCC1=CCCCC1 | 8 | 101 | 103 | 0 | 102 | -6 | 0.8 | 0 | -1 | -6 | -2
COP(=O)(OC)C(Nc1cc(Cl)cc(Cl)c1)c1cccc(O)c1 (stereo not drawn) | 7 | 102 | 104 | -7 | 100 | -4 | 0.6 | -2 | -4 | -3 | -6
CCCCn1c(NCc2ccccc2O)nc2ccccc21 | 5 | 102 | 99 | -7 | 102 | -1 | 0.6 | 0 | 2 | -3 | -9

# 2 records drawn at random from those above, as already listed:
structure | ABCG2 inh | RGS8-Gao reg | RGS7-Gao reg | Bcl-2 Bim block | RGS4-Gao reg | Bcl-XL Bim block | ABCB1 inh | Mcl-1 Bim block | Bcl-W Bim block | Bcl-B Bim block | Bfl-1 Bim block
CCc1ccc(CN(C)Cc2nc(COc3ccccc3)no2)nc1 | 1 | 101 | ? | -4 | 103 | -3 | 0.6 | -3 | -2 | -3 | -5
COP(=O)(OC)C(Nc1cc(Cl)cc(Cl)c1)c1cccc(O)c1 (stereo not drawn) | 7 | 102 | 104 | -7 | 100 | -4 | 0.6 | -2 | -4 | -3 | -6

# (continued)
structure | ABCG2 inh | RGS8-Gao reg | RGS7-Gao reg | Bcl-2 Bim block | RGS4-Gao reg | Bcl-XL Bim block | ABCB1 inh | Mcl-1 Bim block | Bcl-W Bim block | Bcl-B Bim block | Bfl-1 Bim block
COc1ccc(Nc2nc(NCc3ccco3)nc(N/N=C/c3ccccc3Cl)n2)cc1 | 6 | 100 | 98 | -5 | 101 | -2 | 1.2 | -4 | -3 | -1 | -1
CCn1c(CCNC(=O)c2cccs2)nnc1SCC(=O)Nc1nc(-c2ccccc2)cs1 | 9 | 100 | 100 | -31 | 94 | -25 | 0.4 | -34 | -27 | -41 | -30
O=C1CC(N2CCCCC2)C(=O)N1c1ccccc1 (stereo not drawn) | 2 | 100 | 98 | -1 | 96 | -6 | 0.3 | -5 | -7 | -7 | -4
CCN(CC)Cc1c(C(=O)N2CCc3ccccc3C2)nc2ccc(Cl)cn12 | 1 | 99 | 100 | -2 | 99 | -3 | 1.2 | -3 | -2 | -4 | -6
Cc1ccc(CNC(=O)C2CC(c3ccccc3[N+](=O)[O-])=NO2)cc1 (stereo not drawn) | -1 | 103 | 105 | 0 | 109 | -1 | -0.3 | -1 | 0 | 0 | -1
O=C(CSc1nc2c(c(=O)n1-c1ccccc1)SCC2)N1CCOCC1 | 2 | 104 | 102 | -9 | 102 | -4 | 0.3 | 0 | 1 | -9 | -9
CCOc1ccc(C(=O)NC2CCN(S(=O)(=O)CC)CC2)cc1 | 0 | 97 | 99 | 0 | 99 | -1 | -0.3 | 0 | 1 | 1 | -3
CC(=O)c1ccc(OCCCC(=O)NC2CCCc3ccccc32)cc1 (stereo not drawn) | 21 | 100 | 102 | -10 | 100 | -2 | 1.7 | 0 | -1 | -3 | -12
CCN(CC)S(=O)(=O)c1cc(OC)c(Cl)cc1OC | 1 | 103 | 106 | -7 | 100 | -2 | 0.6 | -5 | 0 | -2 | -7
CCOc1ccccc1NC(=O)CSc1ccc2nnc(-c3cccnc3)n2n1 | 7 | 107 | 98 | 0 | 103 | 17 | 0.8 | -2 | 8 | 17 | 5
C/C(=N\c1nc2ccccc2n1C)c1cc(Cl)ccc1O | 4 | 100 | 99 | ? | 99 | nt | 2.4 | nt | nt | nt | nt
CCOC(=O)NCc1ccc(S(=O)(=O)Nc2ccc(C)cc2)cc1 | 3 | 89 | 93 | 0 | 88 | -2 | 0.6 | -1 | -2 | -2 | -2
CC1(C)CN(O)CCN1O | -6 | 100 | 99 | 4 | 96 | -1 | -0.5 | -2 | -1 | -1 | 2
Cc1cccc2sc(NC(=O)CN3C(=O)c4ccccc4C3=O)nc12 | -3 | 103 | 99 | -10 | 102 | -5 | -0.3 | -24 | -18 | -7 | -6
CN(C)CC1CCCCC1OC(=O)c1ccc(Cl)cc1Cl (stereo not drawn) | 8 | 104 | 106 | 0 | 105 | -1 | 0.5 | -1 | 0 | -4 | -1
Cc1ccc(C(=O)CC(=O)c2cccc(F)c2)c(O)c1 | 0 | 99 | 99 | -6 | 97 | -4 | -0.1 | -1 | 1 | -5 | -10
CN(C)CCNC(=O)c1cccc(S(=O)(=O)Nc2ccccc2F)c1 | 1 | 101 | 96 | 1 | 100 | 0 | 0.5 | 0 | 0 | 4 | 5
C=CCSc1nnc2c(n1)OC(c1c(C)[nH]n(-c3ccccc3)c1=O)Nc1ccccc1-2 (stereo not drawn) | 21 | 97 | 98 | -6 | 86 | -2 | -0.3 | 1 | 0 | -6 | -6
Cc1ccccc1NC(=O)/C(C#N)=C\c1ccsc1 | 8 | 106 | 106 | 1 | 104 | 0 | 0.7 | 0 | 0 | -2 | 1
O=C1CS/C(=C\[N+](=O)[O-])N1c1ccc(OC(F)(F)F)cc1 | 1 | 102 | 96 | 0 | 100 | -1 | 0.6 | -2 | -1 | 0 | 0
Nc1nc(F)nc2c1ncn2[C@@H]1O[C@H](CO)[C@@H](O)[C@@H]1O | -1 | nt | nt | -5 | nt | -2 | -0.4 | -4 | -3 | -1 | 0
CCC(NC(=O)Nc1nnc(C(F)(F)F)s1)(C(F)(F)F)C(F)(F)F | 3 | 97 | 94 | -6 | 95 | -4 | 0.4 | 2 | -1 | -4 | -14
Cc1ccc(-c2nn(-c3ccccc3)cc2C(=O)NN2CCN(C)CC2)cc1 | 2 | 100 | 96 | -3 | 97 | -4 | -0.1 | -4 | -3 | -6 | -8
O=C(CSc1cn(CCNC(=O)c2cccs2)c2ccccc12)NCc1ccccc1 | -6 | 84 | 86 | -6 | 91 | -2 | -2.4 | -1 | -1 | -5 | -8
O=C(c1cccnc1)N1N=C(C2CCCCC2)CC1(O)C(F)(F)F (stereo not drawn) | 6 | 102 | 102 | -1 | 100 | 0 | 1.1 | 2 | 0 | -1 | -8
Cc1ccc(Cl)cc1N1CCN(C(=O)CSc2ccsc2[N+](=O)[O-])CC1 | 0 | 100 | 92 | -6 | 94 | -10 | 0.0 | -8 | -6 | -12 | -11
COc1ccc(NC(=O)c2cccc(F)c2)cc1Cl | -1 | 103 | 102 | -8 | 100 | -8 | -2.2 | -1 | 0 | -7 | -11
COc1cc2c3c(c1)C(C)CC(C)(C)N3C(=O)C2=O (stereo not drawn) | 4 | 101 | 104 | -1 | 103 | -3 | 0.2 | 0 | -2 | 0 | -3
O=C1c2ccccc2C(=O)N1Cc1ccco1 | 2 | 94 | 92 | 4 | 94 | 1 | 0.2 | 4 | 4 | 5 | 3

# Eleven structures out of the list, sorted by formula weight, highest first.
structure | ABCG2 inh | RGS8-Gao reg | RGS7-Gao reg | Bcl-2 Bim block | RGS4-Gao reg | Bcl-XL Bim block | ABCB1 inh | Mcl-1 Bim block | Bcl-W Bim block | Bcl-B Bim block | Bfl-1 Bim block
O=C(CSc1cn(CCNC(=O)c2cccs2)c2ccccc12)NCc1ccccc1 | -6 | 84 | 86 | -6 | 91 | -2 | -2.4 | -1 | -1 | -5 | -8
C=CCSc1nnc2c(n1)OC(c1c(C)[nH]n(-c3ccccc3)c1=O)Nc1ccccc1-2 (stereo not drawn) | 21 | 97 | 98 | -6 | 86 | -2 | -0.3 | 1 | 0 | -6 | -6
Cc1ccc(Cl)cc1N1CCN(C(=O)CSc2ccsc2[N+](=O)[O-])CC1 | 0 | 100 | 92 | -6 | 94 | -10 | 0.0 | -8 | -6 | -12 | -11
CCC(NC(=O)Nc1nnc(C(F)(F)F)s1)(C(F)(F)F)C(F)(F)F | 3 | 97 | 94 | -6 | 95 | -4 | 0.4 | 2 | -1 | -4 | -14
CN(C)CCNC(=O)c1cccc(S(=O)(=O)Nc2ccccc2F)c1 | 1 | 101 | 96 | 1 | 100 | 0 | 0.5 | 0 | 0 | 4 | 5
O=C(c1cccnc1)N1N=C(C2CCCCC2)CC1(O)C(F)(F)F (stereo not drawn) | 6 | 102 | 102 | -1 | 100 | 0 | 1.1 | 2 | 0 | -1 | -8
O=C1CS/C(=C\[N+](=O)[O-])N1c1ccc(OC(F)(F)F)cc1 | 1 | 102 | 96 | 0 | 100 | -1 | 0.6 | -2 | -1 | 0 | 0
Nc1nc(F)nc2c1ncn2[C@@H]1O[C@H](CO)[C@@H](O)[C@@H]1O | -1 | nt | nt | -5 | nt | -2 | -0.4 | -4 | -3 | -1 | 0
COc1ccc(NC(=O)c2cccc(F)c2)cc1Cl | -1 | 103 | 102 | -8 | 100 | -8 | -2.2 | -1 | 0 | -7 | -11
Cc1ccc(C(=O)CC(=O)c2cccc(F)c2)c(O)c1 | 0 | 99 | 99 | -6 | 97 | -4 | -0.1 | -1 | 1 | -5 | -10
Cc1ccccc1NC(=O)/C(C#N)=C\c1ccsc1 | 8 | 106 | 106 | 1 | 104 | 0 | 0.7 | 0 | 0 | -2 | 1
